# Screens deposited in PubChem by several laboratories.
# TRPC4 potent = TRPC4 (mouse) allosteric potentiation; B-score at 10 µM; HEK293 TRPC4beta/mu-opioid, DAMGO EC20, Fluo-4 Ca2+ flux; hits give high values; 310,000 tested, 0.42% active; Q9QUQ5;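 active means B-score of calcium response area above 5 SD of library B-scores, with initial fluorescence ratio within 5 SD of library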;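 further: B-score of integrated fluorescence ratio over time as area under calcium response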
# TRPC4 agonist = TRPC4 (mouse) channel activation; Q9QUQ5; HEK293 TRPC4beta/mu-opioid, Fluo4 calcium fluorescence; hits give high values; B-score at 10 µM; 310,000 tested, 0.49% active; AID 2237;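 active means B-score above 5 SD of library B-scores, and initial fluorescence ratio not above library mean plus 5 SD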;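 further: positive B-score marks a calcium rise read as TRPC4 activation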
#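 Incubation: 45 min room-temperature Fluo4 loading, 110 s read / System: HEK293 cells stably co-expressing mouse TRPC4beta and mu-opioid receptor / Signal: Fluo4 fluorescence, kinetic / Control set: buffer (low) and maximal DAMGO (high) / Measure: integrated baseline-normalised fluorescence ratio, converted to per-well B score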
# TRPC6 inhibitor = blocks the mouse TRPC6 cation channel. Q61143. HEK293-TRPC6, membrane potential dye, ACh-evoked depolarization; hits give low values. B-score at 10 µM. 310,000 tested, 1.1% active. AID 2553;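 active means B-score under library mean minus 3 SD, initial fluorescence not abnormally high, positive integrated signal ratio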;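 further: B-score derived from integrated fluorescence ratio over the kinetic read; more negative B-score means stronger inhibition of depolarization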
# PolyA inh = inhibitors of polyadenylation in S. cerevisiae; S. cerevisiae SKY197-pL101 polyadenylation reporter, beta-gal luminescence; efflux-impaired pdr1/pdr3 knockout yeast; score 100 = 6 SD above DMSO; calls only at 12 µM; 300,000 tested, 0.02% active;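 active means lowest replicate activity score at least 50, where 100 means six control SD above control mean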;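 further: yeast exposed to compound for 9 h at 30 °C; higher score means more reporter readthrough which indicates perturbed polyadenylation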
# HIF act = HIF pathway transcriptional activation; U2OS HRE-luciferase reporter, luminescence; normalized: DMSO 0%, desferrioxamine 100%; 300,000 tested, 0.32% active; activation, % at 7.5 µM (by protocol);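 active means mean activation of at least 10% of the iron chelator positive control signal, with at least half of replicates also reaching 10%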
# MrgX1 allo act = allosterically activates human MrgX1 receptor signaling. B-score at 10 µM. 310,000 tested, 0.63% active. Q96LB2. MrgX1-HEK293, Fluo-4 calcium flux, FDSS; hits give high values;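 active means plate-corrected calcium response at least 3 library SD above typical, normal starting fluorescence, not activating the receptor alone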;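 further: compound read alongside a low EC10 to EC30 dose of BAM8-22 agonist; peak minus trough fluorescence over baseline measured at the second addition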
# Target sequence (Q96LB2 whole entry, looked up): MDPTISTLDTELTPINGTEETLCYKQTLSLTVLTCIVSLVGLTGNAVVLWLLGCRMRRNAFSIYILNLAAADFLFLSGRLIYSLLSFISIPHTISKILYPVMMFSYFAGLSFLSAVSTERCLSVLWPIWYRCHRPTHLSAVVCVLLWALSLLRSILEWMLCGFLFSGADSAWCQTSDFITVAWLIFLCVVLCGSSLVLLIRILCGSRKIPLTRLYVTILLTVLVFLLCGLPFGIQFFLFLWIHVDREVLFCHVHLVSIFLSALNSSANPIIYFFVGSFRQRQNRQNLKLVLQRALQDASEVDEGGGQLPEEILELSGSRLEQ
# MrgX1 antagonist = human MrgX1 receptor antagonism, primary screen; AID 588676; MRGX1-HEK293 calcium flux, Fluo-4, BAM8-22 antagonism; hits give low values; B-score at 10 µM; 310,000 tested, 1.3% active;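 active means calcium-response B-score plate-corrected more than 3 library SD below zero, starting fluorescence within 5 deviations, no agonist response on first addition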;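 further: peak minus trough fluorescence over baseline after final BAM8-22 challenge near maximal dose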
# TRPC6 act = activators of mouse TRPC6 channel. AID 2550. B-score at 10 µM. HEK293-TRPC6 membrane potential dye fluorescence; hits give high values. 310,000 tested, 0.13% active;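 active means B-score of the integrated fluorescence ratio above library mean plus 3 SD, and starting fluorescence ratio within library mean plus 5 SD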;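 further: higher score means more depolarization so channel activation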
# AI-2 QS mod = modulates the Vibrio harveyi AI-2 quorum sensing system. Vibrio harveyi JMH597 AI-2 luminescence/OD600 ratio, 9 h; hits give low values; strain lacks LuxN and CqsS sensors; 0 = neutral-control median. activity change, % at 7.5 µM. 300,000 tested, 0.4% active. AID 2094; in the data active means activity change below about -75%, passing the limit was not always enough;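 further: luminescence divided by OD600 gain over 9 h not by final OD600 alone; inactives centre near 13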
# TRPC4 block = TRPC4 (mouse) channel inhibition; AID 2247; B-score at 10 µM; 300,000 tested, 0.39% active; HEK293 TRPC4beta/mu-opioid, DAMGO-evoked Fluo4 calcium flux; hits give low values;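 active means B-score over 3 SD under the library average, no early fluorescence shift, positive overall ratio signal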
#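 test system = HEK293 cells with stable TRPC4beta plus mu-opioid receptor expression | detection = Fluo4 Ca2+ flux fluorescence | read-out = integrated fluorescence ratio relative to baseline, converted to per-well B score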
# MrgX1 agonist = activates human MrgX1 receptor signaling. Q96LB2. MrgX1-HEK293 cells, Fluo-4 calcium fluorescence, agonist mode; hits give high values. B-score at 10 µM. 310,000 tested, 0.44% active. AID 588627;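 active means calcium response B-score plate-corrected fluorescence ratio at least 3 library SD, with starting fluorescence B-score inside 5 SD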
#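 Test system: HEK293 cells stably expressing human MrgX1 receptor; Input: fifteen thousand cells per well; Dosing: compound delivered in addition one of three; Schedule: overnight seeding, then 1 h dark dye loading; Technique: Fluo-4 NW calcium fluorescence; Measure: B-scored fluorescence response ratio; Controls: positive and negative controls per plate.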
# An asterisk follows results filed as active; i = inactive; . = not tested or not shown. Only part of the results is shown, so the mix of outcomes need not match the whole.
entry	structure	TRPC4 potent	TRPC4 agonist	TRPC6 inhibitor	PolyA inh	HIF act	MrgX1 allo act	MrgX1 antagonist	TRPC6 act	AI-2 QS mod	TRPC4 block	MrgX1 agonist
1	O=C(CCCCCN1C(=O)c2cccc3cccc(c23)C1=O)NCc1cccnc1	i	i	i	i	-0.3	i	i	i	10.8	i	i
2	CCOc1nc(-c2ccccc2O)nc2ccccc12	i	i	i	i	-0.1	i	i	i	43.2	i	i
3	O=C(NCCCn1ccnc1)C(=O)NCC(c1ccco1)N1CCN(c2ccc(F)cc2)CC1 (stereo not drawn)	i	i	i	i	0.3	i	i	i	-8.9	i	i
4	CCOC(=O)c1csc(NC(=O)c2ccc(C#N)cc2)n1	i	i	i	i	0.0	i	i	i	11.6	i	i
5	COc1ccc(NC(=O)CSc2ccc3c4c(cccc24)C(=O)c2ccccc2-3)cc1	i	i	i	i	-1.2	i	i	i	-2.4	i	i
6	CCOC(=O)CS(=O)(=O)c1ccccc1	i	i	i	i	2.0	i	i	i	6.0	i	i
7	CS(=O)(=O)N1CCC(C(=O)Nc2ccccc2Sc2ccccc2)CC1	i	i	i	i	0.1	i	i	i	13.6	i	i
8	C=CCN(c1ccccc1)S(=O)(=O)c1cccc(C(=O)NCC(c2ccccc2OC)N2CCCC2)c1 (stereo not drawn)	i	i	i	i	0.0	i	i	i	13.6	i	i
9	COc1ccc(N(CC(=O)N/N=C/c2ccc(OC)c(OC)c2)S(=O)(=O)c2ccccc2)cc1	i	i	i	i	-2.1	i	i	i	16.1	i	i
10	CCn1c(C)cc(C)c(C#N)c1=O	i	i	i	i	-0.4	i	i	i	19.3	i	i
11	O=C(Nc1ccc(Br)cn1)c1ccc(Br)s1	i	i	i	i	5.4	i	i	i	5.8	i	i
12	CCc1nnc(NC(=O)CSc2nnc(-c3ccoc3C)n2-c2cccc(C)c2)s1	i	i	i	i	0.2	i	i	i	-20.4	i	i
13	CCCN(CCC)S(=O)(=O)c1cc2c3c(c1)CCN3C(=O)CC2	i	i	i	i	0.2	i	i	i	0.4	i	i
14	CCCCCc1nnc(NC(=O)c2ccc(=O)n(C)n2)s1	i	i	i	i	-0.8	i	i	i	46.9	i	i
15	CC(=O)N1CCN(C(C)=O)C1c1ccccc1	i	i	i	i	-0.4	i	i	i	18.7	i	i
16	CCn1cc([N+](=O)[O-])c(C(=O)Nc2ccc3c(c2)OCCO3)n1	i	i	i	i	0.1	i	i	i	32.8	i	i
17	COc1cccc(S(=O)(=O)NCc2ccc3c(c2)OCO3)c1	i	i	i	i	0.0	i	i	i	-16.0	i	i
18	COc1ccc(Cl)cc1-c1nc(SCC(N)=O)n[nH]1	i	i	i	i	0.0	i	i	i	11.1	i	i
19	O=C(NNC1=NCCC1)c1ccc(Br)cc1	i	i	i	i	-0.1	i	i	i	-0.1	i	i
20	N/C(=N\OC(=O)CCCc1ccccc1)c1ccc([N+](=O)[O-])cc1	i	i	i	i	-0.6	i	i	i	3.5	i	i
21	Cc1ccc(-c2nc(-c3cccnc3)sc2CC(=O)O)cc1	i	i	i	i	0.3	i	i	i	23.8	i	i
22	CCOC(=O)c1cc(C)n(-c2ccc(Cl)cc2)c1C	i	i	i	i	-0.6	i	i	i	4.8	i	i
23	Cc1ccc(C)c(NC(=O)C2CC(O)CN2C(=O)OC(C)(C)C)c1 (stereo not drawn)	i	i	i	i	0.0	i	i	i	20.7	i	i
24	O=C(NCCc1ccccn1)C(F)(F)C(F)(F)C(F)(F)C(F)(F)C(F)(F)C(F)F	i	128*	i	i	0.4	i	i	i	0.5	i	i
25	Cc1ccc(CNC(=O)CCC2CCCN(Cc3cccc4cccnc34)C2)o1 (stereo not drawn)	i	i	i	i	-0.5	i	i	i	-15.5	i	i
26	O=C(Nc1ccc(OCc2ccccc2)cc1)c1ccccc1	i	i	i	i	1.0	i	-8.98*	i	2.5	i	i
27	C=CCC1(C(=O)NCCO)CCN(C(=O)OC(C)(C)C)CC1	i	i	i	i	-2.5	i	i	i	24.7	i	i
28	Cc1n[nH]c(C)c1CCC(=O)N/N=C/C=C/c1ccccc1	i	i	i	i	0.4	i	i	i	-22.1	i	i
29	CNC(=O)NC(=S)NC(=O)c1ccccc1Cl	i	i	i	i	-0.8	i	i	i	4.3	i	i
30	COc1cccc(-c2nc(CS(=O)(=O)CC(=O)Nc3cc(C)ccc3C)c(C)o2)c1	i	i	i	i	-0.1	i	i	i	6.2	i	i

# Remaining list, next part.
entry	structure	TRPC4 potent	TRPC4 agonist	TRPC6 inhibitor	PolyA inh	HIF act	MrgX1 allo act	MrgX1 antagonist	TRPC6 act	AI-2 QS mod	TRPC4 block	MrgX1 agonist
31	Cc1ccc(-n2ncc3c(=O)[nH]c(SCC(=O)N4CCCC4)nc32)cc1C	i	i	i	i	-0.1	i	i	i	7.6	i	i
32	OC(COc1ccc2cc(Br)ccc2c1)CN1CCN(c2ccccn2)CC1 (stereo not drawn)	i	i	i	i	-15.8	i	i	i	5.0	i	i
33	COc1ccc(-c2nc3ccccc3c(=O)n2CCCN2CCOCC2)cc1	i	i	i	i	0.2	i	i	i	37.0	i	i
34	COc1ccc(C(C(=O)NCC2CCCO2)N(C(=O)CNC(=O)c2cccs2)c2ccc(C)cc2)cc1OC (stereo not drawn)	i	i	i	i	-0.7	i	i	i	25.5	i	i
35	Cc1cc(SCc2cccc([N+](=O)[O-])c2)nc(=O)[nH]1	i	i	i	i	0.1	i	i	i	26.9	i	i
36	Fc1ccc(CNC(=S)NCc2cccc(Cl)c2)cc1	i	i	i	i	-0.3	i	i	i	-13.4	i	i
37	CCN1C(=O)CSc2ccc(C(=O)NCc3ccccc3OC)cc21	i	i	i	i	-0.3	i	i	i	10.7	i	i
38	CCOC(=O)c1nc2sc3c(c2c(=O)[nH]1)CCCC3	i	i	i	i	-0.1	i	i	i	30.1	i	i
39	CN(C)S(=O)(=O)NCC1CCCN(Cc2cc3ccccc3s2)C1 (stereo not drawn)	i	i	i	i	0.2	i	i	i	50.3	i	i
40	Nc1nc(Nc2ccccc2)nc(N2CCOCC2)c1[N+](=O)[O-]	i	i	i	i	0.2	i	i	i	33.0	i	i
41	CC1CCN(Cc2c(C(=O)N3CCc4ccccc4C3)nc3ccc(Cl)cn23)CC1	i	i	i	i	-0.1	i	i	i	16.7	i	i
42	Cc1ccc(N2CCN(c3ccc([N+](=O)[O-])cn3)CC2)c(C)c1	i	i	i	i	0.4	i	i	i	18.2	i	i
43	COc1cc(/C=N/NC(=S)Nc2cccnc2)cc(OC)c1O	i	i	i	i	-0.7	i	i	i	20.2	i	i
44	C=CCn1nc(-c2ccccc2)c2c(C)onc2c1=O	i	i	i	i	0.6	i	-6.96*	i	33.8	i	i
45	COC(=O)c1cc(OC)c(OC)cc1NC(=O)c1cnccn1	i	i	i	i	0.4	.	.	i	29.3	i	.
46	C=CCc1cccc(C2Nc3ccccc3C(=O)N2O)c1O (stereo not drawn)	i	i	i	i	0.7	i	i	i	19.5	i	i
47	C=CCOC(=O)C1=C[C@H](c2ccc(C(F)(F)F)cc2)C[C@H](OCCCCO)O1	i	i	i	i	1.5	i	i	i	6.1	i	i
48	COc1cc(C(=O)NCCOc2cc(C)ccc2C(C)C)cc(OC)c1OC	i	i	i	i	1.4	i	-4.72*	i	51.5	i	i
49	CCN1CCC(N2CCN(c3ccc(F)cc3)CC2)CC1	i	i	i	i	0.7	i	i	i	0.4	i	i
50	CC(C)(C)C1(O)CC(C(F)(F)F)=NN1C(=O)Cc1ccc([N+](=O)[O-])cc1 (stereo not drawn)	i	i	i	i	-0.6	i	i	i	17.3	i	i
51	O=C(NCCN1CCOCC1)c1cccs1	i	i	i	i	-0.4	i	i	i	20.2	i	i
52	Cc1cnc(C(=O)OCc2csc(CC(=O)Nc3ccccc3C)n2)cn1	i	i	i	i	-16.3	i	i	i	-12.2	i	i
53	CC(C)c1ccc(NC2CCCN(C(=O)CCN3Cc4ccccc4C3=O)C2)cc1 (stereo not drawn)	i	i	i	i	-0.4	i	i	i	15.9	i	i
54	COc1ccc(CNC(=O)CCn2c(=O)c3cccn3c3ccc(F)cc32)cc1	i	i	i	i	0.4	i	i	i	23.4	i	i
55	O=C(O)c1ccccc1N/N=C/c1c(Sc2nnnn2-c2ccccc2)nc2ccccn2c1=O	i	i	i	i	-0.4	i	i	i	11.1	i	i
56	CC(=O)c1cc(C(=O)N2CCCC(CCC(=O)N(C)CCc3ccccn3)C2)cs1 (stereo not drawn)	i	i	i	i	0.2	i	i	i	19.4	i	i
57	O=C(Nc1ccc(Cl)c([N+](=O)[O-])c1)c1ccc2c(c1)OCCO2	i	i	i	i	2.1	i	i	i	6.7	i	i
58	Cc1cc(=O)n2nc(-c3ccc(C(F)(F)F)cc3)sc2n1	i	i	i	i	2.0	i	i	i	0.1	i	i
59	O=C(/C=C/c1cnc2ccccc2n1)NC12CC3CC(CC(C3)C1)C2	i	i	i	i	0.9	i	i	i	35.5	i	i
60	CC(Sc1ncnc2ccccc12)C(=O)Nc1ccc2c(c1)OCCO2 (stereo not drawn)	i	i	i	i	0.0	i	i	i	21.7	i	i
61	Cc1ccc(NC(=O)C2CCN(S(=O)(=O)c3ccc(N4CCCC4=O)cc3)CC2)cc1Cl	i	i	i	i	-0.8	i	i	i	3.1	i	i
62	O=C(NCCc1ccco1)C(=O)NCC1OCCCN1S(=O)(=O)c1cc(F)ccc1F (stereo not drawn)	i	i	i	i	-0.1	i	i	i	-1.4	i	i
63	COCCn1c(-c2ccco2)csc1=Nc1cccnc1	i	i	i	i	-0.3	i	i	i	7.4	i	i

# 2 compounds picked at random from those above, as already listed:
entry	structure	TRPC4 potent	TRPC4 agonist	TRPC6 inhibitor	PolyA inh	HIF act	MrgX1 allo act	MrgX1 antagonist	TRPC6 act	AI-2 QS mod	TRPC4 block	MrgX1 agonist
43	COc1cc(/C=N/NC(=S)Nc2cccnc2)cc(OC)c1O	i	i	i	i	-0.7	i	i	i	20.2	i	i
41	CC1CCN(Cc2c(C(=O)N3CCc4ccccc4C3)nc3ccc(Cl)cn23)CC1	i	i	i	i	-0.1	i	i	i	16.7	i	i
